GLD-1 RNA inh = GLD-1-TGE RNA interaction inhibition (C. elegans); purified GLD-1 + fluorescein TGE RNA, fluorescence polarization; inhibition, % at 5.96 µM; 320,000 tested, 0.44% active; AID 2280;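 active means percent inhibition above a per-plate cutoff, the plate mean of test compounds plus 3 SD, cut at about 30% in these data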;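 further: 0% = DMSO wells with GLD-1 and probe and 100% = wells lacking GLD-1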
MCL1-BIM inh = MCL1-BIM-BH3 interaction inhibition (human). GST-MCL1 / FITC-Bim-BH3 fluorescence polarization. inhibition, % at 10.9 µM. 320,000 tested, 0.68% active;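 active means inhibition above the mean inhibition of all tested compounds plus 3 SD, set per campaign, cut at about 40% in these data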;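 further: 0% = DMSO wells and 100% = unlabeled Bim-BH3 peptide control; higher means more loss of mP so more displacement of Bim peptide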
Target sequence (Q07820 whole entry, looked up): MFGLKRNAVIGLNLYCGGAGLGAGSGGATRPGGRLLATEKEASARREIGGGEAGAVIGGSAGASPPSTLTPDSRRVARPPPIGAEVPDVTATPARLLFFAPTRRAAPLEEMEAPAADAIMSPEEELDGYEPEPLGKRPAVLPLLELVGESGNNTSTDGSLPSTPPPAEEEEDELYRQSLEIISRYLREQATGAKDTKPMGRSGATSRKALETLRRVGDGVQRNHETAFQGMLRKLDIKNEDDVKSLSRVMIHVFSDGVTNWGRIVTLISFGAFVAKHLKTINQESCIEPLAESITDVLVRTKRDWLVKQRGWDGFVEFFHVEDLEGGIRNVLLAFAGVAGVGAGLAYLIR
Fam108B inh = blocks mouse Fam108B hydrolase in RBBP9 counter-screen | recombinant Fam108B, FP-Rh probe fluorescence polarization | inhibition, % at 9.51 µM | 300,000 tested, 0.33% active | AID 1947;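 active means inhibition above the screen mean inhibition plus 3 SD, computed separately per campaign, cut at about 18% in these data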;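 further: inhibitors lower polarization as less probe binds the enzyme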
Bcl-xL primary = inhibitors of human Bcl-xL. GST-Bcl-xL / FITC-Bim BH3 peptide fluorescence polarization. AID 2129. Q07817. 320,000 tested, 0.7% active. inhibition, % at 10.9 µM;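 active means inhibition above the mean of all tested compounds plus 3 SD, cutoff set per campaign, cut at about 30% in these data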;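 further: 0% = DMSO wells and 100% = unlabeled Bim-BH3 peptide competitor; inhibitors lower millipolarization by displacing the labeled peptide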
Target sequence (Q07817 whole entry, looked up): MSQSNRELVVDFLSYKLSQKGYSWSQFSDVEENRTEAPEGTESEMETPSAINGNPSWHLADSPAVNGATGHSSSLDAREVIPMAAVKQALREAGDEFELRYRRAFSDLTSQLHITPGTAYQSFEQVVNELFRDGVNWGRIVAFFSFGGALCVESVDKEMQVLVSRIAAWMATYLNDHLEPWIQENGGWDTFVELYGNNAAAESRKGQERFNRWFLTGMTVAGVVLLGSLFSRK
PAD4 inh = inhibitors of human PAD4; 330,000 tested, 0.41% active; inhibition, % at 6.36 µM; recombinant PAD4, RCA probe fluorescence polarization; Q9UM07;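 active means percent inhibition above a cutoff equal to the mean of all tested compounds plus 3 SD, cut at about 15% in these data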;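 further: 0% = PAD4 with RCA probe and DMSO and 100% = probe without PAD4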
TPT1 inh = C. albicans TPT1 enzyme inhibition; recombinant caTPT1, FP RNA substrate dephosphorylation; inhibition, % at 5 µM; 300,000 tested, 0.81% active; AID 1962;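 active means inhibition above the mean of all tested compounds plus 3 SD, set per screening campaign, cut at about 24% in these data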;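 further: plate controls were DMSO alone for no effect and ferristatin control at 100 nM for full effect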
MEX-5 binding = C. elegans MEX-5 TCR-2 RNA binding activity; 300,000 tested, 0.38% active; MEX-5/FITC-TCR2 RNA binding, fluorescence polarization; hits give low values; Q9XUB2; activity score (negative = inhibition of binding), % at 10 µM;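 active means inhibition past about -25% in most replicates, and total fluorescence under double the plate's negative control median, limit read from the data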;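 further: 0% = DMSO and -100% = 5 µM competing unlabeled TCR2 RNA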
Target sequence (Q9XUB2 whole entry, looked up): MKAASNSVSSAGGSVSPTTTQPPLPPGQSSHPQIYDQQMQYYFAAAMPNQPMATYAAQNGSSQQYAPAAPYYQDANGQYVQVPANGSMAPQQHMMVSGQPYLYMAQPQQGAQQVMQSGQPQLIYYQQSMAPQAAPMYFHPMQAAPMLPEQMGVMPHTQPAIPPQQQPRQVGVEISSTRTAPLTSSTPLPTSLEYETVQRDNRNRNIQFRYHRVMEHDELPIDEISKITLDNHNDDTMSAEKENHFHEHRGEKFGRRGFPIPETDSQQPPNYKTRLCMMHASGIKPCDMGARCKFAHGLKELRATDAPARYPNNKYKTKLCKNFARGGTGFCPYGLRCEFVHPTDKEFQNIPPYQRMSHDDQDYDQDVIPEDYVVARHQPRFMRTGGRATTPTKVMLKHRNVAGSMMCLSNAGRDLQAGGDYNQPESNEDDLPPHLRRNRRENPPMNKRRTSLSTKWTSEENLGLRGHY
PME-1 inh = PME-1 (human) inhibition. inhibition, % at 5.9 µM. 320,000 tested, 0.53% active. recombinant PME-1, FP-Rh probe fluorescence polarization. Q9Y570;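 active means inhibition above the campaign mean of all compounds plus 3 SD, cut at about 26% in these data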;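 further: competitive labeling of PME-1 active site by serine hydrolase directed probe; 0% = PME-1 with DMSO and 100% = wells lacking PME-1 enzyme; inhibitors block probe labeling so polarization falls and inhibition rises; many of its hits are not listed in these tables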
GSTO1 inh = blocks human GSTO1 in RBBP9 counter-screen. recombinant GSTO1, activity-based probe fluorescence polarization. inhibition, % at 5.96 µM. 300,000 tested, 1.1% active;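 active means inhibition above the campaign mean inhibition plus 3 SD, cut at about 35% in these data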;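 further: 0% = GSTO1-1 with DMSO and 100% = wells lacking GSTO1-1 enzyme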
* hit, by the source's call; x = not tested or not shown. The list is partial, so the mix of outcomes need not match the whole.

entry	SMILES	GLD-1 RNA inh	MCL1-BIM inh	Fam108B inh	Bcl-xL primary	PAD4 inh	TPT1 inh	MEX-5 binding	PME-1 inh	GSTO1 inh
1	CN(CC(=O)Nc1ccc(F)c(F)c1F)C(=O)C1CCN(C(=O)Nc2ccccc2)CC1	-1.8	0.3	4.3	6.9	-4.7	1.1	1.6	0.3	2.8
2	COc1ccc(C2C(C(C)=O)=C(O)C(=O)N2c2cccnc2)c(OC)c1 (configuration not stated)	0.2	3.0	7.9	6.1	-5.2	-0.1	-0.5	-1.4	5.1
3	O=C(NNC(=O)c1oc2ccccc2c1-n1cccc1)c1ccco1	-1.2	3.8	0.9	0.7	-6.1	2.6	0.7	-0.2	7.5
4	CCc1nnc(NC(=O)C2CSC3(C)CCC(=O)N23)s1 (configuration not stated)	5.1	-3.3	0.4	-3.3	-2.7	3.0	0.4	-8.2	7.5
5	CC(=O)c1ccccc1NC(=O)c1ccc(N2CCCC2=O)cc1	-1.8	-11.6	1.6	1.2	-0.2	0.9	-0.8	-7.7	2.2
6	COc1ccc(N2CCN(C(=O)c3ccc4c(=O)n5c(nc4c3)CCCCC5)CC2)cc1	2.5	5.3	-2.7	1.9	1.3	-0.3	1.4	3.2	-7.1
7	O=C(NCC1CCN(c2ccc(S(=O)(=O)N3CCOCC3)cc2)CC1)c1ccc(Cl)cc1	4.2	-2.8	2.6	-6.0	0.9	-4.3	3.0	1.4	2.4
8	C/C(=N\Nc1cc(-c2ccccc2)nc(-c2ccc(Br)cc2)n1)c1cccc(N)c1	0.9	4.0	-1.0	3.4	-5.2	4.7	x	0.8	-8.2
9	COc1cccc(CNC(=O)C2(C)Oc3ccccc3NC2=O)c1 (configuration not stated)	-2.6	-4.9	2.2	0.9	1.2	1.5	1.0	0.1	7.3
10	Cc1ccc2nc(C)cc(C(=O)N3CCCC(N4CCN(c5ccccc5C)CC4)C3)c2c1 (configuration not stated)	5.4	0.8	-0.2	5.3	2.0	0.1	1.1	8.5	5.1
11	CN1CCN(c2ccc(S(=O)(=O)N3CCOCC3)cc2NC(=O)CCc2ccccc2)CC1	5.0	-4.6	-2.4	-7.4	-2.9	-1.9	1.6	-1.5	4.8
12	COc1cc(OC)cc(C(=O)NNC(=O)NC2CCCCC2)c1	-0.8	2.9	0.7	5.3	-1.6	1.4	-0.4	-2.7	13.6
13	Cc1onc(-c2ccccc2Cl)c1C(=O)NC(=S)NCCc1ccccc1	-0.5	1.5	-3.1	7.0	-0.4	-1.1	2.1	0.7	1.5
14	CCC(C)NC(=O)c1ccccc1NC(=O)C1COc2ccccc2O1 (configuration not stated)	8.5	2.6	-4.7	3.7	2.1	-1.5	0.1	3.6	1.2
15	CC(=O)Nc1ccc(OCc2nnc(-c3ccc(Cl)cc3)o2)cc1	-1.5	6.7	-2.6	7.2	-1.6	-0.9	-0.7	-0.6	2.0
16	Cn1nnc2cc(C(=O)N3CCCCCC3)ccc21	5.4	-7.7	3.4	3.5	-1.0	-0.3	4.3	2.8	2.3
17	C#Cc1ccc([C@H]2C=C(C(=O)NCc3ccccc3)O[C@@H](OCc3ccc(CO)cc3)C2)cc1	5.7	-2.0	-12.1	0.0	0.0	2.3	2.0	-7.0	-1.9
18	CCOC(=O)CC(=O)CSc1nc(C)nc2c1oc1ccccc12	-1.3	12.2	-0.8	8.7	-4.7	6.2	1.8	-2.2	-74.3
19	O=C(Nc1ccc2c(c1)OCO2)c1nn(-c2ccccc2)c(=O)c2ccccc12	8.1	-4.2	-5.0	5.8	-2.9	-2.8	2.4	-1.6	-0.8
20	O=C1N(CN2CCN(Cc3ccccc3)CC2)c2ccccc2C12OCCCO2	2.5	4.6	4.4	0.2	1.7	-2.1	0.1	4.8	-9.1
21	CCN(CC)S(=O)(=O)c1ccc(N2CCN(C)CC2)c(NC(=O)c2cc(=O)c3ccccc3o2)c1	-17.0	-7.6	9.0	-6.3	-2.9	-2.5	-1.1	11.4	4.2
22	O=C(Oc1ccc(-n2cnnn2)cc1)c1ccccc1	2.8	-5.6	-1.1	-2.2	-0.2	1.8	-2.9	-0.9	-2.3
23	COc1cccc2sc(N3CCN(C(=O)c4cccs4)CC3)nc12	2.4	2.6	-1.1	-0.7	2.5	-0.8	-0.5	2.9	4.1
24	O=C(NCc1ccco1)c1cc2ccccc2c(=O)o1	7.6	19.0	4.5	10.0	-2.4	4.4	-1.8	0.7	3.7
25	CCCCNC1CCS(=O)(=O)C1 (configuration not stated)	1.5	-0.9	-0.2	1.3	3.3	1.0	1.6	2.0	0.4
26	COc1cccc(-c2cc(C(=O)NCCc3ccccc3)no2)c1	5.3	-1.1	0.3	3.7	3.2	0.5	0.2	-3.6	5.7
27	COc1ccc(OC)c(NS(=O)(=O)c2ccc(NC(=O)c3ccc(NS(C)(=O)=O)cc3)cc2)c1	8.4	0.0	0.4	3.5	-0.1	-3.0	-2.0	-3.8	-6.4
28	C=CCOC(=O)C1=C(C)OC(N)=C(C#N)C1c1ccccc1F (configuration not stated)	2.8	-0.5	7.9	5.0	-2.7	-0.7	-2.6	-2.2	11.4
29	CNC(=S)Nc1ccccc1-c1ccccc1	-3.5	11.4	0.1	6.3	-3.0	-2.4	-0.2	2.1	2.5
30	O=C1C2C3CC(C(Br)C3Br)C2C(=O)N1CC1CCCO1 (configuration not stated)	-10.9	-9.7	-1.9	-1.3	-2.5	2.7	1.7	0.2	-9.1

3 compounds out of the list above, arranged by their value in Bcl-xL primary, highest first:
nr | Compound | Bcl-xL primary
1 | CN(CC(=O)Nc1ccc(F)c(F)c1F)C(=O)C1CCN(C(=O)Nc2ccccc2)CC1 | 6.9
12 | COc1cc(OC)cc(C(=O)NNC(=O)NC2CCCCC2)c1 | 5.3
20 | O=C1N(CN2CCN(Cc3ccccc3)CC2)c2ccccc2C12OCCCO2 | 0.2

New compounds follow.
entry	SMILES	GLD-1 RNA inh	MCL1-BIM inh	Fam108B inh	Bcl-xL primary	PAD4 inh	TPT1 inh	MEX-5 binding	PME-1 inh	GSTO1 inh
31	O=C(Cn1nnc(-c2ccccc2Cl)n1)N1CCCCC1	-0.7	5.3	2.7	1.6	5.4	-0.4	3.2	-1.1	5.3
32	COc1ccc(/C(CC2OC(=O)c3ccccc32)=N\NC(N)=O)cc1 (configuration not stated)	4.9	13.6	3.3	8.6	3.1	-3.5	-1.0	8.8	7.1
33	CCOC(=O)c1ccn(-c2nc(-c3ccco3)cc(C(F)(F)F)n2)n1	1.3	-4.1	-2.2	1.5	-0.9	0.0	5.2	-3.7	3.0
34	Cc1ccc(N2CN(CCC3=CCCCC3)CNC2=S)cc1	-0.7	-0.1	1.6	-0.8	2.4	-0.6	x	-3.9	3.5
35	CNC(=O)c1cc2c(=O)n3cc(C)ccc3nc2n(C(C)C)c1=N	-11.4	25.6	0.1	29.4	-0.5	-6.7	-9.3	4.3	0.2
36	Cc1ccc(-n2c(C)cc(/C=C(\C#N)C(=O)NCC3CCCO3)c2C)cc1 (configuration not stated)	6.8	5.7	0.5	-0.5	-0.8	4.0	1.3	2.7	-14.6
37	O=C(COc1ccc(Cl)cc1)Nc1nnc(-c2ccco2)o1	14.3	6.9	2.4	4.2	-1.2	-2.1	1.4	-3.1	9.6
38	c1ccc(CSc2nnc(-c3c[nH]c4ccccc34)o2)cc1	-9.3	-17.8	1.4	-6.5	-0.3	21.7	3.8	1.3	1.6
39	COc1cc(OC)cc(C(=O)OCC(=O)Nc2sccc2C(N)=O)c1	8.9	-0.7	-9.7	-5.2	-1.1	1.5	-2.2	-14.3	8.9
40	COc1ccccc1OCC(=O)NNc1c2ccccc2nc2ccccc12	3.3	-4.5	3.0	3.2	1.8	-1.5	-3.6	10.3	8.8
41	Nc1ccc(SC(F)(F)F)cc1	0.6	-0.6	-1.1	4.7	0.2	0.2	-0.5	0.8	0.3
42	Cc1ccc(C(=O)N/N=C/c2ccc([N+](=O)[O-])s2)cc1	3.6	14.1	3.1	3.1	-4.3	1.3	4.3	-0.5	27.3
43	O=C(CN1C(=O)C2C3c4ccccc4C(c4ccccc43)C2C1=O)Nc1cccc(C(=O)O)c1 (configuration not stated)	4.4	9.6	5.6	4.0	-3.3	2.3	-1.5	-3.3	-2.0
44	C=CCc1ccccc1OCC(O)CNC1CCCC1 (configuration not stated)	-10.8	8.2	6.6	4.4	-1.8	-3.1	1.8	1.1	2.7
45	CC(=O)OCC1OC(OC(C)=O)C(NC(=O)Cc2ccccc2)C(OC(C)=O)C1OC(C)=O (configuration not stated)	1.2	5.1	3.9	6.9	-0.5	-0.1	-0.8	2.5	10.3
46	O=C(Nc1ccc(Nc2ccccc2)cc1)Nc1ccccc1Cl	-1.3	2.3	22.2*	2.6	-4.8	1.5	0.2	31.4*	-5.3
47	Cc1cc(-c2nnc(CCC(=O)NCc3cc(F)cc(C(F)(F)F)c3)o2)no1	-2.1	-2.2	8.1	-2.7	5.4	-5.1	3.6	2.4	3.9
48	COC(=O)c1ccc(COC(=O)CCS(=O)(=O)c2ccc(C)cc2)cc1	-6.4	11.0	0.1	4.0	2.5	-1.7	1.0	-2.0	20.5
49	O=C(NCc1ccco1)c1ccc(CN2CCOCC2)cc1	5.5	6.9	1.4	1.0	2.5	3.2	0.6	0.2	-9.2
50	Cc1ccccc1Nc1nnc(SCC2CCCCO2)s1 (configuration not stated)	1.2	0.5	3.0	-4.5	2.1	0.4	-2.0	4.0	4.3
51	O=c1ccc(Br)c[nH]1	-0.1	5.0	-0.6	9.3	-5.1	-6.7	2.6	-2.5	4.8
52	O=C(CN1C(=O)NC2(CCCc3ccccc32)C1=O)NCC(F)(F)F (configuration not stated)	1.4	4.0	1.6	3.8	-1.1	2.1	0.6	-1.3	11.0
53	CC(C)CC(=O)Nc1nnc(CSCc2ccc(F)cc2)s1	5.2	6.8	0.3	1.7	3.7	-2.9	-3.0	-1.2	-3.5
54	COCC(C)n1c(C)cc(C(=O)COC(=O)c2n[nH]c3ccccc23)c1C (configuration not stated)	-6.3	8.3	1.6	8.3	1.6	1.5	1.6	-5.5	-5.2
55	COc1ccc(NC(=O)C2C3C=CC4(O3)C2C(=O)N(CCN2CCCCC2)C4C(=O)NC2CCCC(C)C2C)cc1 (configuration not stated)	-0.8	4.1	1.0	2.6	-4.1	1.2	-1.6	0.5	-4.9
56	CC(C)(C)[C@H]1C=C(C(=O)N2CCN(Cc3ccc4c(c3)OCO4)CC2)O[C@@H](OCc2ccc(CO)cc2)C1	3.9	-7.3	-2.0	-4.7	-1.0	1.2	-1.7	-0.7	-6.2
57	O=C(c1cnn2c(C(F)F)cc(-c3ccccc3)nc12)N1CCSCC1	4.8	-4.2	0.7	-3.1	5.1	5.3	-6.1	3.1	-4.5
58	COc1ccc(/C=C2\SC(=O)N(CCNC(=O)C3CCN(S(=O)(=O)c4cccs4)CC3)C2=O)cc1	1.6	-0.2	-0.7	4.9	0.4	-3.0	1.7	4.2	-5.0
59	O=C(COC(=O)/C=C/C(=O)N1CCN(c2ccccc2)CC1)NC(c1ccccc1)c1ccccc1	4.1	5.5	0.7	10.8	2.4	1.4	-0.3	6.7	11.1
60	O=C1COc2ccc(C(=O)COC(=O)/C=C/c3ccco3)cc2N1	1.6	7.2	x	-4.7	-0.1	x	x	-5.6	x
61	CCOC(=O)c1csc(-c2ccc3c(c2)CCO3)n1	3.1	-4.0	-0.3	0.9	-3.4	-1.5	-0.4	-3.3	0.8
